LmPK inh: qHTS Assay for Inhibitors of Leishmania Mexicana Pyruvate Kinase (LmPK); Q27686; purified LmPK, Kinase-Glo ATP luminescence, 1 h; Potency, µM (top dose mostly 57.5 µM), for the others: at the highest dose activity change, negative = inhibition, hits mostly inhibitors; 0.37% of 290,000 active; AID 1721, 2009; further: potency means the concentration at half of the fitted maximal effect; on the % scale 0 is the no-effect control and ±100 the full control effect
Target sequence (Q27686 whole entry, looked up): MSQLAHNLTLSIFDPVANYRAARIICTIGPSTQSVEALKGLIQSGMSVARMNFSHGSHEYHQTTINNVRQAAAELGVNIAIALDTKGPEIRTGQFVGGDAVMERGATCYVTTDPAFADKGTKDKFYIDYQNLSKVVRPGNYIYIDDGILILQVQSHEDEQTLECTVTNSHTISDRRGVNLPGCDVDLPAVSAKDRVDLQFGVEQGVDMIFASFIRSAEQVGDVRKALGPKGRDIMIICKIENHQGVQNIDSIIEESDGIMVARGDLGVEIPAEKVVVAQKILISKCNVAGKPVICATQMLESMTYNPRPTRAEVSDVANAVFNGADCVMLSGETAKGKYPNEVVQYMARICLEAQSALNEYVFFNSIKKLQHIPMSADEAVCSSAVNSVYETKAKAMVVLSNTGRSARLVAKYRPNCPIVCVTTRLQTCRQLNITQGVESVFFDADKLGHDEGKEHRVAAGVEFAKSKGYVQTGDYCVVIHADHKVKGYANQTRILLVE
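Kinase-Glo luminescence read after 1 h RT reaction of 0.1 nM LmPK with 0.5 mM PEP and 0.1 mM ADP. Activity scaled between uninhibited and enzyme-free controls.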
Pf growth 48h: Primary qHTS for delayed death inhibitors of the malarial parasite plastid, 48 hour incubation; P. falciparum luciferase growth in erythrocytes, 48 h; Potency, µM (highest dose often 28.7 µM), for inactives: at the top dose activity change, negative = inhibition, most hits filed as inhibitors; 5.9% of 310,000 active; AID 504832, 2011; further: potency means the concentration at half of the fitted maximal effect; on the % scale 0 is the no-effect control and ±100 the full control effect
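A one-generation exposure of luciferase-tagged malaria parasites in RPMI 1640/Albumax erythrocyte culture, 37 C and 5% CO2. Inhibition is inferred from decreased luminescence after adding detection reagent.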
Cycloheximide cs: Cycloheximide Counterscreen for Small Molecule Inhibitors of Shiga Toxin; cell reporter, cycloheximide protein synthesis inhibition counterscreen; max response, %; 12% of 300,000 active; AID 2314, 2010; in the data active means max response mostly above about 13%, no sharp cut-off; inactive means mostly below about 14%; further: read at 38.3 µM for the half of the compounds with a filed dose; 0% is about no effect
Pf growth 96h: Primary qHTS for delayed death inhibitors of the malarial parasite plastid, 96 hour incubation | P. falciparum luciferase reporter growth, 96 h | Potency, µM (series often up to 28.7 µM), inactives show at the top dose activity change, negative = inhibition, hits mostly inhibitors | 6.9% of 320,000 active; further: potency means the concentration at half of the fitted maximal effect; on the % scale 0 is the no-effect control and ±100 the full control effect
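96 h incubation, 37 C, 5% CO2, of luciferase-reporter P. falciparum-infected RBCs (2% hematocrit, 0.05% parasitemia final) with test compounds; endpoint luminescence.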
Tb PYK inh: qHTS of Trypanosoma Brucei Inhibitors; pyruvate kinase (Trypanosoma brucei), Q57TT1; TbPYK enzyme, Kinase-Glo Plus ATP luminescence, 45 min; Potency, µM (series often up to 76.8 µM), inactives show at the highest dose activity, negative = inhibition, hits mostly inhibitors; 0.12% of 410,000 active; AID 624173, 2012; further: potency means the concentration at half of the fitted maximal effect; on the % scale 0 is the no-effect control and ±100 the full control effect; nearly all actives have a fitted effect of over 50% in size
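Enzyme and substrate buffer are dispensed first and compound is pin-transferred. ADP at 130 uM final then starts the reaction, which runs 45 min at room temperature. Detection reagent is added for 10 min before luminescence is imaged.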
Shiga toxin inh: A qHTS for Small Molecule Inhibitors of Shiga Toxin. Vero cells, Shiga toxin protein synthesis inhibition reporter. AID 2315, 2010. inhibition, % at 38.7 µM. 9.2% of 290,000 active; in the data active means inhibition mostly above about 28%, no sharp cut-off; inactive means mostly below about 43%; further: 0% is about no effect
HCV inh: qHTS Assay for Inhibitors of Hepatitis C Virus (HCV). Huh7.5.1 HCVcc-Cre infection, luciferase reporter, 44 h. Potency, µM (titrated, usually from 41.8 µM), inactives show at the highest dose activity change, negative = inhibition, usual class: inhibitors. 3.4% of 340,000 active. AID 651820, 2012; further: potency means the concentration at half of the fitted maximal effect; on the % scale 0 is the no-effect control and ±100 the full control effect
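HCVcc-Cre virus at an moi near 0.5 was added right after compound to cells cultured 4 h from seeding (1,000 cells/well). Luciferase activity was determined 44 h later, 15 min after substrate addition at RT.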
An asterisk follows results filed as active; ? = inconclusive; nt = no result given; & = joins results of further samples; [ ] = dose if it differs, or a comment. Unless noted, the call rests on the fitted dose curve; in most records, active means well fitted curve in the direction sought with a large enough effect; inconclusive means small, poorly fitted or top-dose-only effect, or another doubt; inactive means no such curve, though single readings can be large; an effect the other way counts as inactive or inconclusive.

canonical_smiles	LmPK inh	Pf growth 48h	Cycloheximide cs	Pf growth 96h	Tb PYK inh	Shiga toxin inh	HCV inh
O=C(Nc1ccccc1Cl)C1Cc2ccccc2O/C1=N\O (configuration not stated)	-6%	65%[activator]	44*	?	-6%	87*	-2%
CC(=O)c1sc(-c2ccccc2Cl)nc1C	0%	-14%	-1	59%[activator]	-4%	-1	-1%
Cc1ccc(O)c(-c2cc(C(=O)NCc3ccccc3)[nH]n2)c1	-1%	?	11	?	-3%	27	-30%
CCCSC1=N/C(=C\c2ccsc2)C(=O)S1	2%	19%	-3	25%	5%	-19	-7%
O=C(COc1ccccc1)Nc1ccc2oc(=O)ccc2c1	4%	42%[activator]	23*	24%	-5%	52*	-2%
O=P(NS(=O)(=O)c1ccccc1)(Oc1ccccc1)Oc1ccccc1	4%	-8%	-2	nt	-3%	-15	-9%
NNC(=O)c1csc(-c2ncc(C(F)(F)F)cc2Cl)n1	0%	1%	-1	34%[activator]	0%	13	10%
O=C(NCc1ccccn1)c1nn(-c2ccccc2)c(=O)c2ccccc12	11%	-10%	1	1%	3%	-2	-6%

canonical_smiles	LmPK inh	Pf growth 48h	Cycloheximide cs	Pf growth 96h	Tb PYK inh	Shiga toxin inh	HCV inh
COc1ccc(C2(C(=O)NCCCN3CCOCC3)CCOCC2)cc1	-8%	24%	-7	24%	8%	-17	12%
CC1CSc2nnc(CCc3ccccc3)n21 (configuration not stated)	7%	nt	-7	-5%	-2%	-4	6%
O=C(CCCOc1ccc(Cl)cc1Cl)N/N=C/c1ccccc1O	0%	?	6	?	3%	9	?
[O-]/[N+](=C/c1cccnc1)c1ccc(Br)cc1	1%	143%[activator]	37*	nt	-13%	94*	8%
COc1cccc(NC(=O)Cn2cnc3sc(C)c(S(=O)(=O)N4CCN(C)CC4)c3c2=O)c1	8%	-21%	-1	-1%	-15%	2	7%&-5%
CCOc1ccc2c(c1)/C(=C(\C(Cl)=C(Cl)Cl)[N+](=O)[O-])N2	1%	3%	-7	17%	1%	11	16%
Cc1ccc(Cl)cc1N1CCN(C(=O)C2CCC(=O)N2C(C)C)CC1 (configuration not stated)	0%	34%[activator]	-6	8%	-8%	-3	2%[8.37 µM]
CS(=O)(=O)N(CC(=O)Nc1ccccc1)c1cccc(Cl)c1Cl	-4%	7%	-4	30%	-1%	-18	13%

3 entries drawn at random from the list so far:
canonical_smiles	LmPK inh	Pf growth 48h	Cycloheximide cs	Pf growth 96h	Tb PYK inh	Shiga toxin inh	HCV inh
CS(=O)(=O)N(CC(=O)Nc1ccccc1)c1cccc(Cl)c1Cl	-4%	7%	-4	30%	-1%	-18	13%
CC1CSc2nnc(CCc3ccccc3)n21 (configuration not stated)	7%	nt	-7	-5%	-2%	-4	6%
O=P(NS(=O)(=O)c1ccccc1)(Oc1ccccc1)Oc1ccccc1	4%	-8%	-2	nt	-3%	-15	-9%

Other entries:
canonical_smiles	LmPK inh	Pf growth 48h	Cycloheximide cs	Pf growth 96h	Tb PYK inh	Shiga toxin inh	HCV inh
O=C(NC1CC1)c1cc(F)c(F)cc1Cl	3%	nt	-4	2%	-3%	-1	18%
CC1CCC(NC(=O)c2ccc3snnc3c2)CC1 (configuration not stated)	0%	44%[activator]	41*	?	14%	50*	7%
CC(=O)c1c(C)nn(CC(=O)NC2CCCN(Cc3ccc(CC(C)C)cc3)C2)c1C (configuration not stated)	0%	24%	9	?	9%	-2	-16%
Cn1c(C(=O)NCC2CCCO2)cc2c(=O)[nH]c3ccccc3c21 (configuration not stated)	-4%	4%	5	?	-1%	9	5%
CCOc1ccc2nc(NC(=O)C3CCCN(S(=O)(=O)c4cccs4)C3)sc2c1 (configuration not stated)	1%	15µM*	9	-14%	-4%	14	14µM*
Cc1ccc(OCCn2c(C)nc3ccccc32)cc1	-1%	?	1	-20%	-3%	nt	?
COc1ccccc1N1CCN(C(=O)CSc2nc3ccccc3c(=O)n2CC2CCCO2)CC1 (configuration not stated)	2%	?	-5	nt	3%	-15	12%
COc1cc(NC(=O)c2ccco2)c(OC)cc1NC(=O)Nc1cccc(Cl)c1	2%	?	-4	nt	-23%	-4	?

canonical_smiles	LmPK inh	Pf growth 48h	Cycloheximide cs	Pf growth 96h	Tb PYK inh	Shiga toxin inh	HCV inh
CCN(CC)CC(=O)Nc1sc(C)c(C)c1C(=O)c1ccc(C)cc1	-1%	?	-1	11%	2%	4	-21%
O=C(C[n+]1cccc(O)c1)Nc1ccc(Br)cc1	0%	0%	-3	6%	-8%	-5	30%[activator]
Cc1cccc(C)c1OCc1cc(C(=O)N2CCNC(=O)C2)no1	-1%	-4%	24*	?	2%	16	2%
O=C(CN1CCCC1)Nc1c2c(cc3c1CCC3)CCC2	4%	5%	-2	-3%	5%	-17	?
Clc1ccc2nc(CN3CCCc4ccccc43)cn2c1	-3%	?	23*	-9%	1%	56*	?
O=C(c1ccc(Cl)c(Cl)c1)N1CCC(=O)N(C(COCc2cccc(Cl)c2)Cc2ccccc2)CC1 (configuration not stated)	2%	-69%	-5	-103%	4%	-14	?
CCc1nc2c(c(=O)c3ccccc3n2C)c(=O)n1CCc1ccc(OC)cc1	0%	-7%	-4	?	nt	-11	-10%
O=C1CCN(Cc2ccc(O)cc2)CCN1CCO	6%	38%	-2	-9%	0%&5%	-5	23%

canonical_smiles	LmPK inh	Pf growth 48h	Cycloheximide cs	Pf growth 96h	Tb PYK inh	Shiga toxin inh	HCV inh
Cn1nc(C(C)(C)C)c([N+](=O)[O-])c1C(=O)NC1CCCCC1	0%	-2%	7	12%	2%	1	-9%
Cn1nnc2cc(C(=O)N3CCN(c4ccccn4)CC3)ccc21	-1%	19%	-3	108%[activator]	1%	-7	10%
O=C(NCc1ccccc1)C1CC(=O)N(C2CCCCC2)C1 (configuration not stated)	-9%	1%	-1	-24%	-5%	-3	-1%
CCCNC(=O)Cn1cccc1C(=O)c1ccccc1	0%	9%	-3	?	2%	-17	18%
O=C(Oc1ccc2c(c1)OCC2=O)c1ccc(Cl)cc1	1%	?	22	42%[activator]	5%	50*	3%
Cc1sc2nc(SCC(=O)NCCOCCO)nc(N)c2c1C	3%	-2%	3	17%	6%	13	8%
O=S1(=O)CCOC[C@H](c2ccccc2)N1Cc1cccc(Cl)c1	-7%	16%	-2	38%[activator]	-4%	-1	-3%
N#CCCN(C(=O)CSc1ccc2c(c1)OCCO2)c1ccc(F)cc1	2%	nt	-4	-18%	-15%	-12	5%

Order of values – LmPK inh | Pf growth 48h | Cycloheximide cs | Pf growth 96h | Tb PYK inh | Shiga toxin inh | HCV inh
> CC(Sc1ncnc2c1cnn2-c1ccccc1)C(=O)Nc1ccc(N2CCOCC2)cc1 (configuration not stated)
→ nt | 30%[activator] | nt | 53%[activator] | -5% | nt | 10%
> Cc1c(C(c2cc3c(cc2Br)OCO3)c2c(C)n(C)n(-c3ccccc3)c2=O)c(=O)n(-c2ccccc2)n1C
→ 0% | ? | -4 | ? | 3% | 17 | 4%
> CCOC(=O)C1(Cc2ccccc2C)CCCN(C(=O)c2ccc(CSC)o2)C1 (configuration not stated)
→ -3% | -27% | 1 | ? | -15% | 12 | 2%
> Nc1nonc1-n1nnc(C(=O)N/N=C/c2ccc(Br)cc2)c1CN1CCOCC1
→ -3% | -9% | -4 | 15% | -5% | 1 | -10%
> Cn1c(N)c(C(=O)COC(=O)c2ccccc2C(=O)c2ccccc2)c(=O)n(C)c1=O
→ nt | 13µM* | nt | -113% | 4% | nt | 9%
> COc1ccc(C(=O)/C=C/c2ccc(O)cc2)cc1
→ -14% | -42% | 37* | 9% | -2% | 87* | -27%
> Cc1cc(OCc2nnc(SC(C)C(=O)O)n2Cc2ccccc2)ccc1Cl (configuration not stated)
→ -6% | 12% | 0 | ? | 10% | -7 | -8%
> O=C(O)Cc1sc(-c2ccccc2)nc1-c1cccs1
→ 8% | 6% | 16 | 13% | -1% | 47 | 7%
> Cc1ccc(-n2c(SCC(=O)NCc3ccco3)nnc2-c2cccnc2)cc1
→ 5% | -19% | 6 | 0% | 4% | -5 | 1%
> CCOC(=O)c1cn(CC)c2cc(Cl)c([N+](=O)[O-])cc2c1=O
→ -3% | 13µM* | -3 | ? | -8% | -10 | 9%
> COc1cccc(NC(=O)CN(C)C(=O)c2ccc(OCC3CCCO3)cc2)c1 (configuration not stated)
→ nt | -10% | nt | 16% | -2% | nt | 5%
> C/C(=N\N=C1/SC(CC(=O)O)C(=O)N1c1ccccc1)c1ccc(C)cc1 (configuration not stated)
→ -2% | nt | 0 | 29% | 5% | -8 | -10%
> COc1cc(OC)c(C2N(C)c3ccccc3N2C)cc1OC
→ 1% | ? | -1 | ? | nt | -4 | -3%
> CCCCCC(=O)NC(=S)Nc1ccc2oc(=O)ccc2c1
→ 0% | -12% | 7 | 13µM* | 1% | 40 | 20%
> CCn1c(SCC(=O)Nc2nc(C)c(C)s2)nnc1-c1cccnc1
→ 0% | nt | 1 | ? | -6% | -16 | ?
> [O-][n+]1c2ccccc2c2n1CCCN=C2c1ccc(Cl)cc1
→ nt | -15% | nt | 50%[activator] | -2% | nt | 1%
> O=C(Nc1ccc2c(c1)CCC2)Nc1ccccc1F
→ -20% | 123%[activator] | 47* | 36%[activator] | 0% | 64* | ?
> CN1CCN(CCCNC(=O)c2cc3c(=O)n(C)c4ccccc4c3s2)CC1
→ 13% | nt | -6 | 23% | -3% | -8 | -28%
> CC1CCCCC1NS(=O)(=O)c1ccc(-n2cnnn2)cc1 (configuration not stated)
→ 10% | 11% | -1 | nt | 3% | 2 | 11%
> Cn1c(Cc2ccccc2)nnc1SCC(=O)N1CCN(c2ccccc2)CC1
→ 5% | ? | -1 | -10% | -9% | -16 | -17%
> O=Nc1c(O)n(Cc2c(Cl)cccc2Cl)c2ccccc12
→ 2% | ? | 1 | ? | -14% | -6 | 0%
> CCOC(=O)[C@@H]1[C@H]2COc3ccccc3[C@@H]2N2C(=O)N(c3ccc(C)cc3)C(=O)[C@]12C
→ -8% | 11% | -3 | -14% | 6% | -1 | 12%
> C=CCn1cnc2c(oc3ccccc32)c1=O
→ 2% | 56%[activator] | 25* | -10% | -4% | 36 | 18%

Full records, looked up by structure:
COc1cccc(NC(=O)Cn2cnc3sc(C)c(S(=O)(=O)N4CCN(C)CC4)c3c2=O)c1 as listed: LmPK inh = 8%; Pf growth 48h = -21%; Cycloheximide cs = -1; Pf growth 96h = -1%; Tb PYK inh = -15%; Shiga toxin inh = 2; HCV inh = 7%&-5%
COc1ccc(C(=O)/C=C/c2ccc(O)cc2)cc1 as listed: LmPK inh = -14%; Pf growth 48h = -42%; Cycloheximide cs = 37*; Pf growth 96h = 9%; Tb PYK inh = -2%; Shiga toxin inh = 87*; HCV inh = -27%
Cc1sc2nc(SCC(=O)NCCOCCO)nc(N)c2c1C as listed: LmPK inh = 3%; Pf growth 48h = -2%; Cycloheximide cs = 3; Pf growth 96h = 17%; Tb PYK inh = 6%; Shiga toxin inh = 13; HCV inh = 8%

Bioassay records: PubChem BioAssay, National Center for Advancing Translational Sciences (NCATS)
